# Compound activity (PubChem)
# ST2 IL33 inh – IL1RL1 inhibition. Q01638. AlphaLISA ST2-Fc/biotin-IL-33 interaction, 1 h. inhibition, % for hits at 17 µM. 2.3% of 78,000 active. AID 1259354; in the data active = inhibition above about 30%; inconclusive = mostly about 10% to 28%
# Target sequence (Q01638 whole entry, looked up): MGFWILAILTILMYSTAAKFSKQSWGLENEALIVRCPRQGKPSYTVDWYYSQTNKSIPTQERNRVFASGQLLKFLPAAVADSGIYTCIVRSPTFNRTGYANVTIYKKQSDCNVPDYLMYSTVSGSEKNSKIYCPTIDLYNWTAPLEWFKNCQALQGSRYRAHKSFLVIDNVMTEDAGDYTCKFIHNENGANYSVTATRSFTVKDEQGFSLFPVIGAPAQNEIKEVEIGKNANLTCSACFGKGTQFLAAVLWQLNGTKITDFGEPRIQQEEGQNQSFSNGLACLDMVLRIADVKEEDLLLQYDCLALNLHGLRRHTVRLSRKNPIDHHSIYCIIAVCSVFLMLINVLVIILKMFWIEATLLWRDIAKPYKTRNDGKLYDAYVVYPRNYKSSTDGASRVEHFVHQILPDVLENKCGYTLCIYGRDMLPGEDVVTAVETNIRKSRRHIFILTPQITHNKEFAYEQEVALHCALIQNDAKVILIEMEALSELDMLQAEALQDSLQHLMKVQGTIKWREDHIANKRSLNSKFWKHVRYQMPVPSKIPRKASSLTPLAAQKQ
# Starred values were filed as active, the others as inactive; i = inactive; ? = inconclusive. An excerpt; the hit share may differ from the screen's.
SMILES,ST2 IL33 inh
CC(C)C(C(=O)Nc1ccccc1Br)N1C(=O)c2ccccc2C1=O (stereo unspecified),i
O=C(O)CCC(=O)N1CCc2cc(S(=O)(=O)N3CCN(c4ccccc4)CC3)ccc21,i
Cc1ccccc1NCC(=O)c1ccc([N+](=O)[O-])cc1,48.0%*
N#CCSc1nc2c(sc3ccccc32)c(=O)n1C1CCCCC1,i
CCSc1nc(-c2ccc(OC)cc2)nc2c1c(=O)n(C)c(=O)n2C,i
C=CCn1c(-c2ccc(OC)cc2)nc2ccccc21,i
COc1ccc(N2C(N)=C(C#N)C(c3ccc(OC)c(OC)c3)C3=C2CC(C)(C)CC3=O)cc1 (stereo unspecified),i
CCCCCOc1ccc(/C=c2\sc3nc(-c4cccnc4)nn3c2=O)cc1OC,i
COC(=O)[C@@H]1C[C@@H](N(C)C)CN1C(=O)c1cccnc1N1CCOCC1,i
CC[C@H]1CN(S(=O)(=O)c2c(C)noc2C)CC[C@H]1CC(=O)Nc1nccs1,i
CN1c2ccccc2-c2nc3ccccc3n2C1c1ccco1 (stereo unspecified),i
CCC1=C(c2ccc(OC)cc2)S(=O)(=O)N(CC(=O)Nc2ccc(C)c(C)c2)C1=O,?
CCCc1ccc(Oc2coc3c(C)c(OC)ccc3c2=O)cc1,i
CC1CCCCN1C(=O)c1cc2c(=O)oc3ccccc3c2s1 (stereo unspecified),i
COc1cccc(Nc2nc(-c3ccccc3)cs2)c1,?
O=C(O)c1cccnc1C(=O)O,?
O=S(=O)(c1ccc2oc3ccc(S(=O)(=O)N4CCCC4)cc3c2c1)N1CCCC1,?
O=C(Nc1ccncc1)C12CC3CC(CC(C3)C1)C2,i
Cc1cc(F)ccc1NC(=O)C1CCN(c2ccc(-c3cccs3)nn2)CC1,i
O=C(CS(=O)(=O)c1cn(Cc2ccccc2Cl)c2ccccc12)N1CCc2ccccc21,i

# Some of these compounds in order of molecular weight, smallest number first.
SMILES,ST2 IL33 inh
O=C(Nc1ccncc1)C12CC3CC(CC(C3)C1)C2,i
C=CCn1c(-c2ccc(OC)cc2)nc2ccccc21,i
COC(=O)[C@@H]1C[C@@H](N(C)C)CN1C(=O)c1cccnc1N1CCOCC1,i
CCCCCOc1ccc(/C=c2\sc3nc(-c4cccnc4)nn3c2=O)cc1OC,i

# (continued)
SMILES,ST2 IL33 inh
Oc1oc(-c2ccc(Cl)cc2)nc1C=Nc1ccc(Br)cc1,i
CN1CCc2c(sc3c2C(=O)NC(c2ccc(OC(=O)c4ccc(Cl)cc4)cc2)N3)C1 (stereo unspecified),?
Cc1nccn1CCN(C)C(=O)c1ccccc1C1CCNC1 (stereo unspecified),?
COc1cc(OC)cc(C(=O)NCC2CCCN(Cc3ccc(SC)cc3)C2)c1 (stereo unspecified),?
CCOC(=O)CCSc1nc(C)c2ccccc2n1,i
O=C(NCc1ccco1)C1(S(=O)(=O)c2ccc(Cl)cc2)CC1,i
CCN(CC)C(=O)C1CCCN(Cc2ccc([N+](=O)[O-])cc2)C1 (stereo unspecified),?
O=C(CNc1cccc(Cl)c1)c1ccc(Cl)cc1,i
COc1ccc(/C=C2\N=C(c3cccc(I)c3)OC2=O)cc1,31.0%*
Cc1cc(C)n2nc(SC(C)C(=O)NCc3ccccc3Cl)nc2n1 (stereo unspecified),i
CC1CCN(C(=O)C2CCC(Cn3c(=O)c4sccc4n(CC(=O)NC(C)C)c3=O)CC2)CC1 (stereo unspecified),?
CCCc1ncncc1C(=O)N1CCCC2(CC1)CN(C)C(=O)O2 (stereo unspecified),i
CCOc1ccccc1NC(=O)c1cnc2n(c1=O)CCS2,i
COc1ccc(CCNC(=O)c2cnn3ccn(C)c23)cc1OC,i
CCCN(CCO)C(=O)CCn1c(C)cc(C)nc1=O,i
CCn1cc(C(=O)NCCCN2CCC(C)CC2)c2cc(OC)c(OC)cc2c1=O,?
CN(C)c1ccc(-c2nnnn2[C@H]2CO[C@H]3[C@@H]2OC[C@@H]3NC(=O)Nc2ccc(Oc3ccccc3)cc2)cc1,?
COc1ccc(-c2noc([C@@H]3C[C@@H](O)CN3Cc3cccs3)n2)cc1,?
CCc1cc(NCc2nc3ccccc3c(=O)[nH]2)nc(N2CCOCC2)n1,i
CNCC(=O)NC1CC(=O)N(c2ccccc2OC)C1 (stereo unspecified),?
Brc1cccc(C2CC(c3ccccc3)Nc3ncnn32)c1 (stereo unspecified),i
CC[C@H]1CN(S(C)(=O)=O)CC[C@H]1CC(=O)NCc1ccco1,i
CCCCCCCCCC(=O)OC1C(OC2(CO)OC(CO)C(O)C2OC(=O)C(C)C)OC(CO)C(OC(=O)C(C)C)C1OC(=O)C(C)C (stereo unspecified),?
CN(C)CCNc1ncnc2c1cnn2-c1ccc(Cl)cc1,i
CCOC(=O)c1nn(CC)c2c1CN(C(=O)c1cc(-c3ccsc3)n[nH]1)CC2,i
Cc1noc(C)c1NC(=O)c1ccc(CN2CCCC2c2ccccn2)cc1 (stereo unspecified),?
COc1ccc(CCN(C)C2CCCN(C(=O)CC3=CCCCC3)C2)cc1OC (stereo unspecified),i
CCOC(=O)C1(Cc2cccc(Cl)c2)CCCN(C(=O)C2=C(C)OCCO2)C1 (stereo unspecified),i
O=C(CCc1nc2ccccc2[nH]1)NCC1(O)CCNC1 (stereo unspecified),?
CCOc1ccc(NS(=O)(=O)c2cc(Br)cc3c2N(C(C)=O)C(C)C3)cc1 (stereo unspecified),i
CSc1ccc2c(c1)N(CCC1CCCCN1C)c1ccccc1S2 (stereo unspecified),?
Cc1[nH]c(=O)[nH]c(=O)c1S(=O)(=O)N(CC(C)C)CC(C)C,i
Cc1oc(N=Cc2cn(Cc3ccccc3)c3ccccc23)c(C#N)c1C,46.0%*
CCn1cnc(S(=O)(=O)N2CCC(C(=O)Nc3ccc(S(N)(=O)=O)cc3)CC2)c1,i
CN(Cc1n[nH]c2c1CCCCC2)C(=O)CC1COCCN1 (stereo unspecified),?
Cc1c(CN2CCCC(O)(CO)CC2)[nH]c2ccc(F)cc12 (stereo unspecified),i
COC(=O)c1ccc2c(c1)NC(=O)C(N(CC(C)C)CC(C)C)S2 (stereo unspecified),i
O=C(Nc1ccccc1)C(=O)NC1CCCC1,i
O=c1[nH]c2ccc(S(=O)(=O)Nc3ccccc3Br)cc2[nH]c1=O,i
CN1C(=O)N(Cc2ccccc2)C2(CCN(Cc3cccc(C(F)(F)F)c3)CC2)C1=O,?
COc1cc(/C=C2\C(=O)Nc3ccc(Br)cc32)cc(Cl)c1O,?
O[C@H]1C[C@@H]2CN(Cc3cccc4c3oc3ccccc34)C[C@@H]2C[C@@H]1O,i
CCCSc1nc2ccccc2n1C(C)=O,i
CCCCC(=O)Nc1ccc(Nc2nc(C)cc(N(C)C)n2)cc1,?
O=C1CCc2cc(S(=O)(=O)N3CCN(c4ccccc4F)CC3)ccc2N1,i
C=CCn1c(CCCNC(=O)CCC)nc2ccccc21,i
CCOc1ccc(Cl)cc1CN(C)C(=O)CC(=O)Nc1ccccc1C,i
CC(C)c1cc(C(=O)N2CCC(n3nccc3NC(=O)C(C)(C)C)CC2)on1,i
CC(C)Cn1cc(C(=O)N2CCCCC2)c2c3ccccc3n(C)c2c1=O,i
C=CCN(Cc1ccccc1OC)C(=O)c1csc(C)n1,i
Cc1c(Cl)ccc(S(=O)(=O)NCCOC23CC4CC(CC(C4)C2)C3)c1Cl,i
C=CCNc1ccccc1C(=O)NCCN1CCNC1=O,?
Cc1ccc(NC(=O)CSc2nnnn2-c2ccc(C(N)=O)cc2)cc1C,i
O=C(NCCCN1CCOCC1)C1CCN(CC2CCCCC2)CC1,i
CC1(C)CC(=O)C2=C(C1)Nc1nc(SCc3ccccc3Cl)[nH]c(=O)c1C2c1ccccn1 (stereo unspecified),i
Cn1c(=O)cc(-c2ccccc2)c2cc(Cl)ccc21,i
O=C1CNC(=O)N1Cc1nc(CCc2ccccc2)nn1-c1ccccn1,?
COc1ccc(NC(=O)c2oc3ccccc3c2NC(=O)C2CC2)cc1,i
CC(O)CNc1ccc(C(F)(F)F)cc1[N+](=O)[O-] (stereo unspecified),i
COc1ccc(CN2CCN(Cc3ccc(C)s3)CC2CCO)c(F)c1 (stereo unspecified),i

# Reprinted from above, 4 compounds:
SMILES,ST2 IL33 inh
O=C1CNC(=O)N1Cc1nc(CCc2ccccc2)nn1-c1ccccn1,?
COc1ccc(NC(=O)c2oc3ccccc3c2NC(=O)C2CC2)cc1,i
CC(O)CNc1ccc(C(F)(F)F)cc1[N+](=O)[O-] (stereo unspecified),i
COc1ccc(CN2CCN(Cc3ccc(C)s3)CC2CCO)c(F)c1 (stereo unspecified),i

# Next section
SMILES,ST2 IL33 inh
O=C(CNS(=O)(=O)c1ccc(Br)s1)N1CCN(c2cccc(Cl)c2)CC1,i
O=C(Nc1ccccc1NC(=O)c1cc2ccccc2oc1=O)c1ccc(C(F)(F)F)cc1,i
O=C(O)CCCc1c[nH]c2ccccc12,i
COC(=O)[C@H]1[C@H]2C[C@H]3c4[nH]c5ccccc5c4CCN3C[C@H]2CC[C@@H]1O,i
CCC(C)NC(=O)c1cc2c(C)nc3ccccc3c2o1 (stereo unspecified),?
CCOC(=O)C1(CCCc2ccccc2)CCN(C(=O)c2n[nH]c(CC)c2C)CC1,i
Clc1ccc(CNCc2cccnc2)cc1,i
COc1ccc(S(=O)(=O)Nc2c(C)n(C)n(-c3ccccc3)c2=O)cc1,i
O=S(=O)(O)c1nc2ccccc2[nH]1,i
CC(=O)c1ccc(OCc2cc(C(=O)N3CCCC3)no2)cc1,i
CCc1nc(C)c(C(=O)N2CCc3c(nc(C)nc3N(C)C)C2)o1,i
O=C(O)c1c(Cl)ccc(S(=O)(=O)N2CCOCC2)c1Cl,i
Cc1cc2c(cc1S(=O)(=O)N1CCC(C(=O)Nc3nccs3)CC1)OCC(=O)N2,i
CCN(C/C=C/c1ccccc1)C(=O)c1ccc(Cl)cc1OC,i
CCC(=O)Nc1ccc(OCC(=O)N2CC=CC2CC)cc1 (stereo unspecified),i
O=C1N=c2ccc(Cl)cc2=C1c1sc(Nc2ccc(Cl)cc2)nc1O,44.0%*
O=C(CCCn1c(=O)[nH]c2ccsc2c1=O)N1CCN(c2cccc(Cl)c2)CC1,i
COCc1nnc(NC(=O)c2ccc(S(=O)(=O)N3CCOCC3)cc2)o1,i
COc1ccc(N2CCN(C(c3cccs3)C(C)NC(=O)c3ccco3)CC2)cc1 (stereo unspecified),i
CCOc1ccccc1C1C(C(=O)OC(C)CC)=C(C)NC2=C1C(=O)C(C(=O)OC)C(C)C2 (stereo unspecified),i
CCn1c(C(=O)O)c(CC(=O)N(C)c2ccc(F)cc2)c2ccccc21,i
Cc1ccc(CNC(=O)c2ccc3c(c2)ncn3C2CCCC2)cc1,i
O=C(NCc1ccccc1Cl)c1cnc2n(c1=O)CCS2,i
O=C(NCCN1CCOCC1)c1cc(-c2ccc(Cl)cc2)on1,i
COc1ccc(N2CCN(C(=O)COCC(=O)O)CC2)cc1,i
Cc1ccccc1NC(=O)c1cnc2n(c1=O)CCS2,i
NC(=O)CNCCC(c1ccccc1)c1ccccc1,i
CC(C)c1n[nH]c2c1CN(C(=O)CCc1c[nH]c3ccccc13)CC2,i
COc1ccccc1-n1cc(CN2CCC(CNC(C)=O)C2)cn1 (stereo unspecified),?
COc1ccc(Oc2coc3cc(OCc4cccc(Cl)c4)ccc3c2=O)cc1,i
Cc1ccc(-n2nc(C)c([C@@H]3C=C[C@@H](NC(=O)NC4CCCCC4)C3)c2C)cc1Cl,i
CCc1ccccc1S(=O)(=O)Cc1ccc(C(=O)NC2CCCC2)o1,i
COc1ccc(CCNC(=O)c2cc3c(=O)n4ccccc4nc3n2C)cc1OC,i
CC(C)OC(=O)c1c(NC(=O)COc2ccc(F)cc2F)sc2c1CCCC2,?
CC(NC(=O)C1(O)c2ccccc2NC(=O)N1c1ccccc1)c1ccccc1 (stereo unspecified),?
COc1ccccc1-c1nc2ccc(Br)cc2c(=O)o1,i
O=[N+]([O-])c1cc2c(cc1C=Nc1ccc(Cl)c(Cl)c1)OCO2,?
CCCc1cc(CN(C)C(=O)c2cc(Cn3nc(C)cc3C)[nH]n2)[nH]n1,?
O=C1c2ccccc2C(=O)N1CN1CCN(c2ccc(F)cc2)CC1,i
O=C1Nc2ccccc2/C1=C/C(=O)c1ccc(Cl)cc1,32.0%*

# The final 4 compounds of the part before lead into the next:
SMILES,ST2 IL33 inh
O=[N+]([O-])c1cc2c(cc1C=Nc1ccc(Cl)c(Cl)c1)OCO2,?
CCCc1cc(CN(C)C(=O)c2cc(Cn3nc(C)cc3C)[nH]n2)[nH]n1,?
O=C1c2ccccc2C(=O)N1CN1CCN(c2ccc(F)cc2)CC1,i
O=C1Nc2ccccc2/C1=C/C(=O)c1ccc(Cl)cc1,32.0%*
O=C(Cn1cncn1)N1CCOC(CC(c2ccccc2)c2ccccc2)C1 (stereo unspecified),i
COc1ccc(C(=O)CSc2nnc(C(O)c3ccccc3)n2-c2ccccc2)cc1 (stereo unspecified),i
COc1cccc(CN2CCCC(C(=O)N3CCc4ccccc4C3)C2)c1 (stereo unspecified),i
CCN(CC)C(=O)C1c2cc(OC)c(OC)cc2C(=O)N(C)C1c1cccs1 (stereo unspecified),i
C=C1c2cc(C)c(C)cc2NC(=O)N1c1cccc(Cl)c1,i
COc1cc(C(=O)O/N=C2\C=CC(=O)C(C)=C2C)cc(OC)c1OC,?
CC1CCCCN1CCNC(=O)C1(S(=O)(=O)c2ccc(Cl)cc2)CC1 (stereo unspecified),i
Cc1ccc(C(=O)N2CCC(C3(C)NC(=O)N(Cc4ccsc4)C3=O)CC2)cc1C (stereo unspecified),i
COc1cc(C)c(Cl)cc1S(=O)(=O)N1CCN(c2nc(C)cc(Nc3ccc(C)cc3)n2)CC1,i
